CAL PDZ FP-1: inhibitors of human CAL PDZ peptide binding; hit rate 0.92% among 300,000; inhibition, % at 24.9 µM; purified CAL PDZ, TMR-peptide fluorescence polarization, 1 h; AID 602252; Q9HD26;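 active = mean inhibition of at least 30% with at least half of replicates also reaching 30%; inconclusive = no clear call, values can overlap the other calls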;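 also: 0% = DMSO neutral control and 100% = excess unlabeled competitor peptide PRC23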
AddAB inh: less growth of phage-infected E. coli with AddAB | E. coli expressing H. pylori AddAB, absorbance growth | inhibition, % at 11.9 µM | hit rate 0.29% among 330,000 | AID 435030; in the data active = inhibition above about 12%;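 also: 0% = vehicle wells of infected cells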
SR-BI DiI inh: blocks mouse SR-BI lipid uptake from DiI-HDL; Q61009; ldlA[mSR-BI] CHO cells, DiI-HDL uptake fluorescence, 3 h; inhibition, % at 12.5 µM; hit rate 0.96% among 320,000; AID 488896;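 active = mean replicate inhibition of at least 70% and a set share of replicates each scoring 70 or more; inconclusive = meets just one of the two criteria; inactive = fails both criteria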;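 also: 0% = median of neutral control wells and 100% = median of positive control wells; values of inactives mirror those of a sister screen read the other way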
Target sequence (Q61009 whole entry, looked up): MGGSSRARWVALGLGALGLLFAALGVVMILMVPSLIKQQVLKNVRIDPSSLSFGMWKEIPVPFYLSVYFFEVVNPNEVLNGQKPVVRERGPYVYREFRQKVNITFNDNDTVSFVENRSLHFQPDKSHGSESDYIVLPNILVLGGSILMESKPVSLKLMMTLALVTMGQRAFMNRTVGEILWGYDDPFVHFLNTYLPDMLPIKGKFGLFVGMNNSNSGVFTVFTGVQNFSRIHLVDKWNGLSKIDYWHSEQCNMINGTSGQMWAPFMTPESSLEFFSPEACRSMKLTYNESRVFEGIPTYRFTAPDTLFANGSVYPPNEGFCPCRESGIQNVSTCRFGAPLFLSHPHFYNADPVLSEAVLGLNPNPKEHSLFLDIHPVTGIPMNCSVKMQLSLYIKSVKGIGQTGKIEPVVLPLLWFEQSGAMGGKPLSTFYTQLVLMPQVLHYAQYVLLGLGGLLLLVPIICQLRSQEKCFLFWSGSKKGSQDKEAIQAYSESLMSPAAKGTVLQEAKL
Ecoli viability: reduces bacterial viability in AddAB counter-screen. hit rate 0.27% among 330,000. E. coli V3065 growth, OD600 absorbance, 18 h. inhibition, % at 11.9 µM;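 active = inhibition above the campaign's mean inhibition across all tested compounds plus 3 SD, cut at about 9.9% in these data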;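 also: uninfected addAB+ strain grown without phage in ampicillin broth; 0% = DMSO wells and 100% = ciprofloxacin 0.95 µg/ml wells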
Wnt act: activators of Wnt/beta-catenin signaling. Wnt/beta-catenin reporter cell assay, activator, plate reader. activation, % at 9.35 µM. hit rate 1.2% among 300,000; in the data active = activation above about 30%, passing the limit was not always enough; inconclusive = no clear call, values can overlap the other calls;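 also: 0% = neutral control wells and 100% = positive control wells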
MITF TRPM1 HTS: MITF TRPM1 promoter activation in melanoma cells. SK-MEL-5 TRPM1-promoter luciferase, 24 h; % of positive control, neutral wells = 0. activation, % at 12.5 µM. hit rate 0.75% among 300,000;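 active = mean activation of at least 80% with every replicate also reaching 80%; inconclusive = mean reaches 80% but some replicate falls short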;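 also: 0% = neutral control wells and 100% = parthenolide positive control wells; values of inactives mirror those of a sister screen read the other way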
Tat transport: inhibitors of E. coli Tat protein transport. E. coli MC4100 TorA-mCherry Tat export, fluorescence. inhibition, % at 10 µM. hit rate 0.036% among 340,000. AID 488895;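 active = mean replicate inhibition at least 50% and at least half of replicates individually reaching 50%; inconclusive = only one of the two criteria met; inactive = neither criterion met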;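 also: exported cargo escapes ClpAP degradation while cytoplasmic cargo is degraded and loses fluorescence; 0% = median of neutral control wells and 100% = median of NaSCN control wells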
SR-BI DiI-HDL act: SR-BI HDL lipid transfer activation; activation, % at 12.5 µM; CHO ldlA[mSR-BI] cells, DiI-HDL uptake fluorescence, 3 h; 100 = double the neutral-control signal; AID 504775; hit rate 0.096% among 320,000;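 active = mean replicate activation of at least 60% and every replicate at or above 60%; inconclusive = mean or all-replicate condition met, but not both; inactive = mean below 60% and not all replicates reaching 60%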;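 also: 0% = median plate neutral-control signal and 100% = twice that signal; values of inactives mirror those of a sister screen read the other way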
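Test system: SR-BI-overexpressing, LDLR-lacking CHO cells. Measured by: DiI fluorescence, bottom read. Medium: Ham's F12 with 0.5% BSA, HEPES 25 mM, pH 7.4. Timing: 3 h uptake period with compound, 37 °C.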
phage Ecoli inh: E. coli growth loss with phage present. growth absorbance. inhibition, % at 11.9 µM. hit rate 0.26% among 360,000. AID 651602; in the data active = inhibition above about 11%
CAL PDZ FP-2: blocks peptide binding to human CAL PDZ domain. hit rate 0.02% among 330,000. inhibition, % at 20 µM. Q9HD26. AID 504414. purified CAL PDZ, TMR-peptide fluorescence polarization, 1 h;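 active = highest replicate inhibition of at least 40%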;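 also: plate controls were DMSO neutral control wells for no effect and unlabeled competitor peptide control wells for full effect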
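material = purified tagged CAL PDZ domain construct (CerCALP) | compound dosing = 20 µM, one dose | times = 1 h at RT | measured by = fluorescence polarization from S- and P-plane intensities, G-factor corrected | read-out = inhibition from polarization loss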
Starred values were filed as active, the others as inactive; ? = inconclusive; · = no result given; & = joins results of further samples.

Under each structure: CAL PDZ FP-1 | AddAB inh | SR-BI DiI inh | Ecoli viability | Wnt act | MITF TRPM1 HTS | Tat transport | SR-BI DiI-HDL act | phage Ecoli inh | CAL PDZ FP-2
CN1CCN(S(=O)(=O)c2cccc(C(=O)NCCC3=CCCCC3)c2)CC1
 : 0 | 1.0 | 6 | -0.6 | 1 | -9 | -2 | -6 | 2.1 | -2.3
COc1ccc(-n2ncc3c(SCC(=O)N4CCN(c5ccccc5OC)CC4)ncnc32)cc1
 : · | -0.2 | 56 | 0.2 | · | · | 7 | -56 | 2.4 | -1.2
O=C(c1ccc(Oc2ccc([N+](=O)[O-])cc2Cl)cc1)N1CCCC1
 : -7 | 2.0 | 52 | -1.6 | -5 | -12 | -7 | -52 | 2.8 | -0.4
CCN1CCN(Cc2ccc(NC(=O)c3ccc(C)c(NC(=O)C(=O)c4c[nH]c5ccccc45)c3)cc2C(F)(F)F)CC1
 : 0&-5 | -0.7&-2.2 | 3&2 | 0.5&0.9 | -3&-25 | -82&-103 | 2&2 | -3&-2 | -0.9&2.7 | -2.0&-3.1
O=C(NCCC(=O)N1CCCCCCC1)c1ccc(Cl)cc1
 : -2 | -1.5 | -24 | 0.8 | 0 | 0 | 7 | 24 | 3.2 | -1.6
CCOC(=O)Cc1csc(NC(=S)NC(=O)c2ccccc2C)n1
 : -3 | 1.7 | -9 | 0.1 | -1 | 6 | 3 | 9 | -0.1 | -2.8
COc1cc(/C=C/C(=O)c2ccccc2O)cc(OC)c1OC
 : 1 | 2.2 | 46 | -2.5 | -1 | · | 5 | -46 | 2.2 | -4.5
CCOC(=O)/C(C#N)=C/C=C1\C=Cc2ccccc2N1CC
 : -3 | -0.7 | 52 | 1.0 | 2 | 30 | -10 | -52 | 3.6 | 1.4
COC(=O)c1nc(N)sc1-c1ccc(Cl)cc1
 : -3 | 4.1 | -2 | -1.1 | 2 | -30 | -4 | 2 | 3.9 | -3.1
Cc1c(Cl)cccc1NC(=O)C1CCN(S(C)(=O)=O)CC1
 : -1 | 5.7 | -30 | -0.3 | -2 | 8 | 0 | 30 | -1.1 | -1.2
NC(=O)C1CCN(C(=O)CC(c2ccccc2)c2ccccc2)CC1
 : -1 | 2.9 | -17 | 1.0 | 3 | · | 18 | 17 | 0.1 | -1.1
CC(C)N1CCC2(CC1)N=C(c1ccc3c(c1)OCO3)CC(c1cc(Cl)ccc1O)N2 (centres undefined)
 : 2 | 2.7 | 0 | 3.0 | · | 9 | -5 | 0 | 0.6 | -1.9
Clc1ccc(CN2CCC(c3ccccc3)CC2)cc1
 : -1 | 2.1 | -4 | 1.1 | 0 | -2 | 0 | 4 | 1.8 | -0.6
CC(=O)Nc1ccc(NC(=O)CN(C)S(=O)(=O)c2ccc3nc(C)sc3c2)cc1
 : · | -0.5 | 2 | -1.4 | 0 | -2 | -2 | -2 | 0.9 | -0.6
Cc1ccc(C)c(NC(=O)COC(=O)Cc2ccsc2)c1
 : · | 1.6 | 2 | 2.4 | 0 | -3 | ? | -2 | 2.7 | -0.4
Cc1ccc(NC(=O)Cc2nnc(SCC(=O)c3ccc(Br)cc3)n2C)cc1
 : 2 | 2.6 | 18 | 1.6 | 0 | -4 | -2 | -18 | 1.6 | -1.0
Cc1nc2nc3c(cn2n1)C(=O)CC(C)(C)C3
 : · | · | 7 | · | -8 | · | 8 | -7 | 4.1 | -2.3
CC12CCC(C(=O)Nc3nc4ccccc4s3)(OC1=O)C2(C)C (centres undefined)
 : -5 | -2.3 | 27 | -1.0 | 16 | 52 | -2 | -27 | -0.5 | -0.8
COc1ccc(S(=O)(=O)NN(C)C)cc1N(C)S(=O)(=O)c1ccc(Cl)cc1
 : 0 | 5.0 | -4 | -3.0 | -1 | 7 | -9 | 4 | 1.4 | -0.7
CN(CC(=O)NCCC1=CCCCC1)S(=O)(=O)c1ccc2c(c1)CCC(=O)N2
 : -3 | -0.5 | -19 | 1.7 | -1 | -11 | -3 | 19 | 1.2 | 0.1
NNC(=O)c1ccccc1-n1cccc1
 : -3 | 3.8 | -39 | -1.5 | -4 | -7 | -9 | 39 | 5.8 | -2.6
O=C(CCC(=O)c1ccc(Cl)cc1)OCC(=O)c1ccccc1
 : 0 | 3.8 | -8 | 0.7 | -2 | 3 | -3 | 8 | 5.2 | -0.1
COc1ccc(C(C)C)cc1S(=O)(=O)NC1CCCC1
 : 3 | 4.6 | -15 | 1.2 | -8 | -12 | -4 | 15 | 1.4 | -1.4
C=CCNC(=S)NC1CC(C)(C)NC(C)(C)C1
 : -2 | 4.9 | -35 | 0.2 | -1 | 4 | -4 | 35 | 1.9 | -2.4
CCn1c(SCC(=O)OC)nc2sc3c(c2c1=O)CC(C)(C)OC3
 : 4 | 1.6 | 8 | 0.8 | 0 | 8 | 6 | -8 | 5.3 | -1.6
O=C(CN1C(=O)c2cccnc2Oc2ccc(Cl)cc21)N1CCCCCC1
 : 1 | 3.2 | 13 | 0.2 | 0 | 9 | 0 | -13 | 1.6 | -0.1
CC(C)CSc1oc(-c2ccco2)nc1S(=O)(=O)c1ccccc1
 : 0 | 1.2 | -3 | 4.2 | 0 | -13 | 6 | 3 | -2.1 | -0.7
CCNc1c(C(=O)O)ccc2c1C(=O)c1ccccc1C2=O
 : -5 | 1.8 | -25 | -1.6 | · | -2 | 14 | 25 | 3.8 | 0.0
O=C(CN(C(=O)c1ccccc1)C(=O)c1ccccc1)OCc1ccccc1
 : -3 | · | 3 | · | -4 | 3 | 13 | -3 | 0.9 | -1.6
O=C(c1cc2ccccc2cc1O)N1CCCC(C(F)(F)F)C1 (centres undefined)
 : -4 | 1.4 | -14 | 1.4 | 2 | 2 | 4 | 14 | 1.4 | -0.4
CC12CC(NC(=O)N1CCc1ccccc1)c1ccccc1O2 (centres undefined)
 : -2 | 1.6 | -2 | -0.4 | · | · | 4 | 2 | 1.9 | -1.0
CCN(CC(=O)Nc1c(F)cccc1F)C(=O)C1CCN(S(=O)(=O)c2ccc(C)cc2C)CC1
 : 0 | 3.8 | 6 | -0.7 | -2 | -13 | -2 | -6 | 0.3 | -3.6
CCCC(NC(=O)c1ccccc1)c1nc2ccccc2n1Cc1ccc(C(=O)OC)o1 (centres undefined)
 : -11 | 0.0 | -10 | -0.2 | 1 | 5 | -1 | 10 | -0.5 | ·
Cc1ccc(S(=O)(=O)N2CCC(=O)N(C(COCc3cccc(Cl)c3)Cc3ccccc3)CC2)cc1 (centres undefined)
 : 0 | 2.2 | -6 | 0.5 | -8 | -3 | -6 | 6 | -0.9 | 0.1
Cc1ccc(C(=O)/C=C2\NCCNC2=O)cc1
 : -1 | 1.0 | 2 | -3.0 | · | 34 | 6 | -2 | 1.4 | -2.1
COc1cc(/C(C)=N/NC(=O)CSc2nnc(C)s2)ccc1O
 : -1 | -1.1 | -4 | -0.9 | 1 | -4 | 0 | 4 | 3.7 | -1.2
COc1cccc(CN2CCN(C(=O)c3ccc(-c4ccccc4)cc3)CC2)c1
 : 7 | -1.1 | 39 | -0.8 | -2 | 14 | 1 | -38 | 2.2 | -0.7
CCCCC#Cc1cncc(C(=O)N/N=C/c2cccc(OC)c2)c1
 : -5 | -1.1 | -7 | -2.4 | 0 | -8 | 2 | 7 | 1.5 | -4.8
COc1ccc(S(=O)(=O)N2CCC3(CC2)OCCN3S(=O)(=O)c2cccs2)cc1
 : -3 | 0.9 | -1 | 2.1 | 0 | -6 | -1 | 1 | -1.1 | 0.0
O=C(O)Cn1c(-c2ccccn2)nc2ccccc21
 : · | -1.7 | -8 | -4.5 | 6 | 18 | 2 | 8 | 0.3 | -2.9
O=C(Nc1cccc(Cl)c1N1CCCC1)c1ccco1
 : -7 | -0.5 | · | -0.3 | 0 | 3 | 4 | · | 2.5 | 0.9
COc1cc(-c2cc(O)c(-c3ccc4ccccc4n3)c(=O)[nH]2)cc(OC)c1OC
 : 1 | · | 22 | · | -2 | · | 3 | -22 | 1.9 | -0.8
CCOc1ccc2[nH]c(=O)c(C(c3nnnn3C3CCCCC3)N3CCN(CC)CC3)cc2c1 (centres undefined)
 : -3 | 1.7 | -15 | -0.3 | 3 | -1 | 2 | 15 | 4.5 | -2.7
O=C(CN(c1ccc(F)cc1)S(=O)(=O)c1ccc2c(c1)OCCO2)NCc1ccccn1
 : -4 | 5.0 | 2 | 2.7 | -3 | -4 | -4 | -2 | 1.6 | -0.5
CC(C)(c1ccccc1)c1ccc(OCC(O)CN2CCCC2)cc1 (centres undefined)
 : -1 | -3.3 | 21 | -1.2 | -1 | · | 6 | -21 | -0.4 | -0.7
Cc1ccccc1C(=O)NNC(=S)NC(=O)c1cccs1
 : -5 | -1.2 | -1 | -5.8 | -2 | -7 | -2 | 1 | 1.1 | -1.4
CN(C(=O)Nc1ccc(Cl)cc1)n1cnc2ccccc2c1=O
 : · | 1.1 | · | 0.7 | 4 | · | · | · | 0.3 | ·
O=C(CCc1nnc2ccc(NCc3ccco3)nn12)N1CCN(c2ccc(F)cc2)CC1
 : -5 | 2.2 | 11 | -2.4 | -1 | -8 | 21 | -11 | 1.8 | -0.9
O=C(Nc1ccc(-n2nncc2-c2ccco2)cc1)c1cccc(F)c1
 : -6 | 3.0 | 14 | 3.0 | · | 17 | 7 | -14 | 4.2 | ·
COc1ccc(NC(=S)N2CCNC(=O)C2CC(=O)Nc2ccc(C)cc2)cc1 (centres undefined)
 : -2 | 0.3 | -21 | -1.5 | -2 | 4 | 5 | 21 | 3.3 | 0.2
O=C(CCS(=O)(=O)c1ccccc1)NNC(=O)CSc1ccccc1F
 : 0 | -0.7 | 1 | 0.1 | -1 | -3 | -10 | -1 | 4.4 | 0.1
Cc1cc(C)cc(C(=O)N2CCCCCC2)c1
 : 1 | 3.7 | 3 | -0.8 | · | 8 | 8 | -3 | 1.3 | -0.8
CCOC(=O)CCc1c(C)c2ccc(OCc3nn[nH]n3)cc2oc1=O
 : 1 | 0.1 | -21 | 0.4 | -4 | · | -2 | 21 | 2.0 | 0.3
COc1ccccc1C(c1nnnn1CC1CCCO1)N1CCN(c2ccccc2)CC1 (centres undefined)
 : 1 | 2.5 | -20 | 0.8 | -10 | 3 | 6 | 20 | 1.8 | -0.1
O=C(NCC1CCCO1)/C(=C\c1cccs1)NC(=O)c1ccccc1 (centres undefined)
 : · | 0.6 | -14 | 2.3 | -1 | 5 | -3 | 14 | 5.0 | -0.5
Cc1cc(-c2ccccc2)nc(Oc2cccc(C(F)(F)F)c2)c1S(C)(=O)=O
 : -8 | 1.1 | 6 | 1.2 | -1 | · | 4 | -6 | -0.6 | -1.3

Screening results (PubChem BioAssay)
